S100A4 inh HTS: inhibitors of S100A4-myosin IIA peptide binding, primary screen, biochemical, fluorescence polarization, TAMRA-MyoIIA peptide; Protein S100-A4 (Homo sapiens), P26447; 360,000 compounds, 0.14% hits; inhibition, % at 10.7 µM; AID 652163, 2013;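 active = mean inhibition of at least 70% across replicates, with every replicate also reaching that level; inconclusive = mean inhibition reaches 70% but some replicates fall short; inactive = mean inhibition below 70%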
Target sequence (P26447 whole entry, looked up): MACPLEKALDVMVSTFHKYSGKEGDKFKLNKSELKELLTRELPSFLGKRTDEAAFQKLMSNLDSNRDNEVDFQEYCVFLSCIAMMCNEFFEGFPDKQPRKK
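incubation = readout 5 min after mixing, signal stable up to 60 min | system = S100A4 monomer protein | buffer or medium = HEPES pH 7.2 with CaCl2, KCl, NaCl, DTT, Triton | benchmarks = neutral control DMSO, positive control TFP | also added = fluorescent myosin IIA peptide, 5 nM | compound dosing = one concentration per compound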
Xi reactivation: activators of inactive X chromosome reactivation, primary screen, imaging, XiGFP fibroblasts, GFP high-content imaging, set 2; XiGFP mouse fibroblasts, % GFP-positive cells imaging, 3 d; cells co-treated with 5-aza-dC sensitizer; scaled so ellipticine positive control = 100%; 360,000 compounds, 0.055% hits; activation, % at 7.58 µM;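 active = mean normalized replicate activation at least 10% and every replicate at or above 10%; inconclusive = only one of the two criteria met; inactive = mean below 10% and not all replicates reach 10%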;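 note: 0% = median of on-plate neutral control wells and 100% = ellipticine 6 µM median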
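System: 68-5-11 XiGFP fibroblast line | Buffer or medium: DMEM containing 5-aza-dC | Compound: Single point | Times: Compounds 3 days, fix/stain 15 min at room temperature | Benchmarks: Positive control ellipticine, 6 µM final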
EWS-Fli inh: EWS/Fli-driven NR0B1 reporter inhibitors, primary screen, A673 cells, NR0B1 luciferase, luminescence, MLPCN library; viability-normalised; inhibition, % at 12.6 µM; 350,000 compounds, 0.67% hits;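 active = mean inhibition of at least 50% after viability correction, with every replicate also passing that limit; inconclusive = mean reaches 50% but only one of two replicates passes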;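 note: firefly luciferase signal divided by Alamar Blue viability fluorescence both relative to DMSO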
FN deposit inh: inhibitors of fibronectin matrix deposition, primary screen, AH1F cells, Alexa488-fibronectin fluorescence, plate reader. AH1F fibroblasts, overnight. inhibition, % at 12.6 µM. 350,000 compounds, 0.086% hits;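 active = mean inhibition across replicates of 30% or more, regardless of how many single replicates reach that level; inconclusive = mean under 30% yet at least half of replicates reach 30%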;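 note: positive control wells lacked labelled fibronectin entirely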
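Test system: AH1F fibroblast monolayer depositing Alexa488-labelled fibronectin into matrix. Input: 10000 cells per well. Technique: fluorescence, ex 485 nm, em 525 nm. Buffer or medium: DMEM plus 2% serum, read in PBS. Timing: 1 h cell adhesion before compound, then overnight fibronectin incubation. Compound: single dose, pinned. Read-out basis: inhibition from reduced deposited-fibronectin fluorescence.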
RAD54 inh: inhibitors of human RAD54 branch migration, primary screen, biochemical, fluorescence, single point | DNA repair and recombination protein RAD54-like (Homo sapiens), Q92698 | RAD54 Holliday junction branch migration, FAM/BHQ fluorescence | inhibition, % at 10.4 µM | AID 602329, 2012 | 360,000 compounds, 0.14% hits;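 active = mean normalized replicate activity at least 40 and at least half of replicates scoring 40 or more; inconclusive = only one of the two criteria met; inactive = mean below 40 and under half of replicates reaching 40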;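 note: 0% = median of neutral control wells and 100% = median of positive control wells; inhibitors cause a drop in the FAM fluorescence signal; in these data hits start at about 50%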
Target sequence (Q92698 whole entry, looked up): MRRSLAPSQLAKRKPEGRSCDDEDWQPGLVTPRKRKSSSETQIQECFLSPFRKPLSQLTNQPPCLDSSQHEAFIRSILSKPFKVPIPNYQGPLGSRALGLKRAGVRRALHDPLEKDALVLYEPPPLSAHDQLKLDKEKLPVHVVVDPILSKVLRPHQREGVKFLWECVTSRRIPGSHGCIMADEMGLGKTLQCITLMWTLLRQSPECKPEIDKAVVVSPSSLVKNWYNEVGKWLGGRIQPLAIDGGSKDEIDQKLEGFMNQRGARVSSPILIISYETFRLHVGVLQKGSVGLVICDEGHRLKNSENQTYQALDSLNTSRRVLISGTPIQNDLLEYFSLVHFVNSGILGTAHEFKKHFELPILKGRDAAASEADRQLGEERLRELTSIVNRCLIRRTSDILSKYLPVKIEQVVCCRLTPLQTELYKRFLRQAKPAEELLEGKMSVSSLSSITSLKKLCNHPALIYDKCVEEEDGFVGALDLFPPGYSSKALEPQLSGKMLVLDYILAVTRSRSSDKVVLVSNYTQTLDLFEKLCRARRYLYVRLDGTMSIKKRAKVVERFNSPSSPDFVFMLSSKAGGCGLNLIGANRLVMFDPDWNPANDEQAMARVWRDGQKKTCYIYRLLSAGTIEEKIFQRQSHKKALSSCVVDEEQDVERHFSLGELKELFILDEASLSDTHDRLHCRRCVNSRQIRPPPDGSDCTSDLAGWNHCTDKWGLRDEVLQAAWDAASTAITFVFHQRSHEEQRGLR
E-selectin induc: E-selectin induction in HUVECs, primary screen, imaging, HUVEC, immunofluorescence imaging, single point. normalized: neutral wells 0, TNF-alpha wells 100. activation, % at 7.58 µM. 260,000 compounds, 0.37% hits;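 active = mean E-selectin-positive cell signal at least 10% of the positive control, reached in at least 60% of replicates, without over 20% cell loss; inconclusive = no rule given, readout overlaps actives, possibly toxicity-flagged; inactive = the rest, including those meeting only one limit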;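 note: in these data hits start at about 27%; measured in HUVEC primary endothelial cells; signal is the percent of cells scored E-selectin positive by PE staining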
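System: HUVEC, human umbilical vein endothelial cells; quantity: 3,000 cells/well; buffer or medium: EGM-2 medium, gelatin-coated wells; dosing: single-point compound dose; detection: immunofluorescence imaging; evaluation: % PE-positive cells; benchmarks: TNF-alpha, DMSO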
RAD52 inh: RAD52 DNA annealing inhibitors, primary screen, biochemical, FRET, single point, set 2 | DNA repair protein RAD52 homolog (Homo sapiens), P43351 | recombinant RAD52 DNA annealing, FRET fluorescence | inhibition, % at 18.7 µM | 360,000 compounds, 0.46% hits | AID 651710, 2012;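 active = every replicate showing at least 50% inhibition; inconclusive = mean inhibition at least 50% but not in every replicate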
esBAF inh: Bmi1 luciferase reporter increase in mESCs, primary screen, esBAF inhibitor project, mouse ES cells, Bmi1 luciferase knock-in, single point; AID 602393, 2012; 24 h; 100% = twice the neutral-well signal; reporter increase, % at 12.5 µM; 350,000 compounds, 2% hits; in the data active = activation above about 40%; inconclusive = no clear call, values can overlap the other calls;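 note: 0% = median of the plate's neutral control wells and 100% = double that signal; a rise in the Bmi1 reporter signal indicates esBAF inhibition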
An asterisk follows results filed as active; ? = inconclusive; nt = no result given; & = joins results of further samples.

SMILES	S100A4 inh HTS	Xi reactivation	EWS-Fli inh	FN deposit inh	RAD54 inh	E-selectin induc	RAD52 inh	esBAF inh
CCCc1[nH]c2ccc(C(=O)OC)cc2c1CCC	-23	0.0	6	1	4	0.3	-15	-2
C[C@H]1CN([C@@H](C)CO)C(=O)c2cc(NC(=O)CCN3CCOCC3)ccc2O[C@H]1CN(C)Cc1ccc2c(c1)OCO2	6	-0.4	-9	-3	-3	0.1	1	1
Cc1ccc(C(=O)O)cc1-n1c(C)cc(C=O)c1C	-5	0.0	4	-2	nt	-0.9	-9	nt
NS(=O)(=O)c1cc(C(=O)OCC(=O)Nc2ccccc2[N+](=O)[O-])ccc1Cl	1	0.0	5	3	nt	0.0	-13	nt
O=C(COC(=O)c1ccc(Br)o1)Nc1cccc(S(=O)(=O)N2CCCCC2)c1	-9	0.3	15	-5	0	-0.1	-9	-3
O=C(c1cccc(Br)c1)N1CCCc2ccccc21	-1	0.3	5	-6	3	0.0	-3	-8
COC(=O)c1ccc(CO/N=C/c2ccc(OC)cc2)o1	-58	0.1	-38	nt	nt	nt	-4	nt
CC(C(=O)NCCc1ccc(Cl)cc1)n1c(=O)c2cccn2c2cccnc21 (stereo unspecified)	38	0.1	nt	3	-1	nt	-11	-6
O=C(C[C@H]1C[C@H]2c3cc(NC(=O)NC4CCCC4)ccc3O[C@H]2[C@H](CO)O1)NC1CCCCC1	-4	0.1	0	-4	-1	0.5	11	4
Cn1c(SCC(=O)NC2CCCC2)nc2cccnc21	-1	nt	nt	15	-3	nt	-7	-15
COc1ccc(C(=O)OCC(=O)Nc2sccc2C(N)=O)cc1[N+](=O)[O-]	5	0.0	-10	4	-2	-0.2	-10	1
Cc1cc(C2=CC(=O)C[C@H](c3ccc4c(c3)OCO4)C2)ccc1F	-3	-0.1	4	1	7	0.2	-23	8
C[C@@H]1CN([C@@H](C)CO)S(=O)(=O)c2ccc(-c3cccnc3)cc2O[C@H]1CN(C)C(=O)c1cccc(F)c1	-2	0.1	7	12	5	0.3	-1	2
CN(C)C(=O)[C@H]1[C@H](CO)[C@H]2Cn3c(ccc(-c4ccccc4F)c3=O)[C@H]2N1C(=O)C1CC1	-10	0.4	-1	nt	9	-0.4	10	-2
Cc1[nH]c2ccccc2c1CCNS(=O)(=O)c1ccc(S(N)(=O)=O)cc1	-6	-0.1	15	6	3	0.1	-10	-5
Cc1cc(C)cc(N(CC(=O)NC2CCCCC2)C(=O)CCCC(=O)Nc2ccccn2)c1	-4	0.1	3	3	1	nt	-12	-5
COc1cc(-c2noc(CCC(=O)NC3CCCCC3)n2)cc(OC)c1OC	-3	0.0	3	6	-6	0.0	-9	2
COc1ccccc1C(=O)NNC(=O)c1cccc(Br)c1	3	0.2	-37	4	6	?	-15	29
Clc1ccccc1OCCN1CCCCC1	-2	nt	-14	nt	17	nt	-1	-8
COc1ccccc1S(=O)(=O)N[C@@H]1CC[C@@H](CC(=O)N2CCCCC2)O[C@@H]1CO	-1	0.7	2	nt	-11	-0.9	-18	-1
O=S(=O)(N[C@H]1CC[C@H](CCNS(=O)(=O)c2ccccc2Cl)O[C@@H]1CO)c1ccccc1	1	-0.5	13	nt	5	-0.2	-14	7
CC(C)(C)c1cc(C(=O)NNc2cccc(Cl)c2)n(Cc2ccccc2)n1	-6	0.2	-55	-4	-8	1.0	-6	31
O=C(O)c1ccccc1C(=O)c1cccc2c(F)cccc12	8	0.4	-3	-5	-3	0.0	-17	2
C[C@H](CO)N1C[C@H](C)[C@@H](CN(C)C(=O)Nc2cccc3ccccc23)Oc2ccc(NC(=O)c3ccncc3)cc2CC1=O	4	0.0	8	13	-7	0.2	-17	-8
COCCNC(=O)NC12CC3CC(CC(C3)C1)C2	-3	0.2	-3	nt	nt	nt	-8	nt
COc1ccc(Cl)cc1NC(=O)CN(C)C(=O)CCNC(=O)c1ccccc1OC	3	0.3	-4	-7	8	-0.5	2	1
Cc1ccc2c(C)nc(/N=C(\N)NC(=O)N3c4ccccc4Sc4ccccc43)nc2c1	-6	0.0&-0.1	-12	-18&6	1	-0.1&0.1	-33	3
COCC(=O)N1CCC(Oc2ccc(C(=O)NCCCn3cccn3)cc2)CC1	-1	0.1	-3	-7	-13	nt	-12	-11
CO[C@H]1CN(C)C(=O)c2cc(NC(=O)C3CCC3)ccc2OC[C@@H](C)N(Cc2nccs2)C[C@@H]1C	1	0.3	-2	-2	2	-0.2	2	-3
Cc1ccc(CNC(=O)COC(=O)c2c(C)noc2C)cc1	nt	nt	nt	1	5	0.4	nt	-12
COc1ccc(NC(=O)Nc2cccc3c2O[C@H](CN(C)S(=O)(=O)c2ccc(C)cc2)[C@H](C)CN([C@@H](C)CO)C3=O)cc1	3	-1.5	-5	nt	-1	-1.8	-2	3
C/C=C/c1ccc2c(c1)O[C@H](CN(C)C(=O)CC1CC1)[C@@H](C)CN([C@@H](C)CO)S2(=O)=O	-5	-1.2	4	0	-3	4.7	7	-2
C=CCSc1cc(C)nc2c(-c3ccccc3)cnn12	2	0.0	-74	5	nt	nt	-9	nt
CCCN(C)C[C@H]1Oc2cc(C#Cc3ccccc3OC)ccc2S(=O)(=O)N([C@@H](C)CO)C[C@H]1C	3	0.0	8	5	5	-0.1	-3	-6
O=C(CCSc1nnc(-c2ccco2)o1)Nc1ccc(F)cc1	-5	0.1	5	nt	nt	0.2	-8	nt
Cc1cc(OCC(=O)OC(C)C(=O)Nc2ccc(N3CCOCC3)cc2)ccc1Cl (stereo unspecified)	-3	0.1	-12	1	nt	nt	-1	20
Cc1cccc(C(=O)OC(C)CN2C(C)CCCC2C)c1 (stereo unspecified)	-1	0.1	4	-2	-11	nt	-16	-2
CCCCc1ccc(NC(=S)N2CCN(C)CC2)cc1	42	0.3	-9	-5	-1	0.2	-26	12
CS(=O)(=O)Nc1ccc2c(c1)[C@@H]1C[C@H](CC(=O)NCC3CC3)O[C@H](CO)[C@@H]1O2	22	0.1	-1	nt	13	0.6	2	-6
Cc1ccn2c(=O)nc(SCC(=O)c3ccccc3)nc2c1	-3	0.3	-65	2	-1	nt	-26	42*
Nc1ccc2[nH]ncc2c1	6&20	0.0	-7	0	21	0.0	-4	1
Cc1ccc(S(=O)(=O)N2CCN(C(C(=O)Nc3ccc(F)cc3)c3ccccc3)CC2)cc1 (stereo unspecified)	nt	-0.1	nt	1	-2	-0.2	nt	nt
COc1cc(OC)cc(C(=O)c2c(C)c(C#N)c3ccccn23)c1	-3	0.0	58*	8	5	nt	-7	-50
CCCSc1nnc(N2C(=O)CC(c3ccsc3)C3=C2CCCC3=O)s1 (stereo unspecified)	-9	0.3	-1	6	-6	0.1	-2	1
COC(=O)[C@]12CCCCC=C1N(Cc1ccco1)C(=O)[C@H](CC(=O)NCc1cccs1)C2	-3	-0.1	7	-5	nt	nt	-7	nt
O=C(CCNC(=O)c1ccc(Cl)cc1)Nc1ccccc1Cl	-4	0.0	5	1	4	nt	-8	3
CC(C)C[C@H]1CN([C@@H](CC(C)C)CN2CCC[C@H]2CN2C(=O)C(=O)NC[C@@H]2Cc2ccc(O)cc2)C(=O)C(=O)N1CC1CCCCCC1	-1	0.2	5	-3	nt	0.3	-5	nt
CN(C)CCCNS(=O)(=O)c1ccc(Cl)s1	-2	0.0	-6	-8	-5	1.2	-15	0
COc1ccc(NC(=O)CCCc2nc3ccccc3c(=O)[nH]2)cc1Cl	-1	0.0	-1	1	-1	0.4	-13	-3
CC(C)(C)SC(C(=O)N1CCOCC1)c1ccc(Br)cc1 (stereo unspecified)	-9	0.0	-12	-3	6	nt	-14	-8
CC(=O)C1=C(C)N(Cc2ccccc2)C(=S)NC1c1cccc(Br)c1 (stereo unspecified)	5	0.1	-12	4	nt	1.3	-14	nt
C[C@H](CO)N1C[C@H](C)[C@@H](CN(C)C(=O)NC2CCCCC2)Oc2cc(/C=C/c3ccccc3)ccc2S1(=O)=O	10	0.1	4	nt	7	nt	-1	2
O=C(Nc1ccc(S(=O)(=O)Nc2ncccn2)cc1)C1CC(=O)N(c2ccccc2)C1 (stereo unspecified)	1	0.1	-3	-11	2	-0.2	1	-2
COc1ccc(/C=C/C(=O)c2ccccn2)cc1	-2	0.1	-100	2	nt	nt	-8	nt
CCN(CC)CCNC(=O)c1cc(Br)c(N)cc1OC	2	0.1	-5	-3	-6	-0.1	5	-9
CNc1oc(-c2ccccc2)nc1S(=O)(=O)c1ccc(C)cc1	3	0.1	nt	6	7	0.7	-10	-7
O=C(C[C@@H]1CC[C@H]2[C@@H](COC[C@@H](O)CN2Cc2ccc(C(F)(F)F)cc2)O1)NCCc1ccccc1	5	0.0	nt	-13	-7	0.0	0	-3
C[C@@H]1CCCCO[C@H](CN(C)Cc2ccncc2)[C@@H](C)CN([C@@H](C)CO)C(=O)c2cc(NS(=O)(=O)c3ccccc3)ccc2O1	-6	0.0	-5	-5	7	nt	20	1
O=C(CCN1CCCCC1)NCC[C@H]1CC[C@@H](NC(=O)c2ccc(F)cc2)[C@H](CO)O1	4	0.1	6	-22	-5	0.8	2	0
C[C@H](CO)N1C[C@H](C)[C@H](CN(C)Cc2ccc(-c3ccccc3)cc2)Oc2ccc(NS(=O)(=O)c3cccs3)cc2CC1=O	-3	0.0	-6	-12	5	0.2	-8	1
CCOc1ccc(S(=O)(=O)N(C)CC(=O)NCCN2CCOCC2)cc1	-5	0.2	2	4	nt	-0.1	-4	6
COc1ccc(NC(=O)Nc2ccc3c(c2)C(=O)N([C@H](C)CO)C[C@@H](C)[C@H](CN(C)C(=O)Nc2ccc(OC)cc2)O3)cc1	2	0.2	4	nt	2	-0.3	3	1
COC(=O)CC1NCCc2cc(OC)c(OC)cc21 (stereo unspecified)	2	0.0	-4	-1	nt	nt	-12	nt

Reformatted: results already given.
Results follow in this order: S100A4 inh HTS, Xi reactivation, EWS-Fli inh, FN deposit inh, RAD54 inh, E-selectin induc, RAD52 inh, esBAF inh
COc1ccc(NC(=O)Nc2ccc3c(c2)C(=O)N([C@H](C)CO)C[C@@H](C)[C@H](CN(C)C(=O)Nc2ccc(OC)cc2)O3)cc1
 : 2, 0.2, 4, nt, 2, -0.3, 3, 1
C[C@H](CO)N1C[C@H](C)[C@@H](CN(C)C(=O)NC2CCCCC2)Oc2cc(/C=C/c3ccccc3)ccc2S1(=O)=O
 : 10, 0.1, 4, nt, 7, nt, -1, 2
